S3 lipid droplet – qHTS Assay for Lipid Storage Modulators in Drosophila S3 Cells. 0.64% of 320,000 active. Potency in µM for hits, for the others lipid storage change, negative = inhibition, % at the top dose, mostly 46.1 µM. Drosophila S3 cells, BODIPY lipid droplet fluorescence, 18-24 h; cells fed with added oleic acid; active means well fitted inhibition curve with a large enough effect in the signal ratio, with a control signal flat, not every such curve was filed as active; inconclusive means small, poorly fitted or top-dose-only effect, or effect the other way, or a change in a side signal; the % refers to the signal ratio
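Laser-scanning cytometry quantifies lipid droplet accumulation (500–530 nm total intensity; droplet/cell object ratio) in oleic acid-fed (400 uM added) Drosophila S3 cells treated with a concentration series. 20 uM Triacsin C defined 100% inhibition.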
S3 lipid droplet cell count max – further read-out of S3 lipid droplet, marked with its call; cell number change, %; measured here: cell count max response;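 cells counted by Cell Tracker Red CMTPX staining in the red channel; peak over a dose series mostly up to 46.1 µM; percent activity relative to internal control wells on each plate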
An asterisk follows results filed as active; i = inactive; ? = inconclusive; / = not tested or not shown. On the % scale 0 is the no-effect control and ±100 the full control effect; potency means the concentration at half of the fitted maximal effect. Some of the compounds tested; count on the stated rates, not on these rows.

SMILES | S3 lipid droplet | S3 lipid droplet cell count max
CCOC(=O)c1ccc(NC(=O)c2nc[nH]c2C(=O)N[C@@H](CC(C)C)C(=O)OC(C)(C)C)cc1 | -2% | -4
Cc1cc(C)n(Cc2ccc(NC(=O)c3c([N+](=O)[O-])c(C)nn3C)cc2)n1 | i | 23
CSC1=N/C(=C\c2ccccc2)C(=O)N1C | ? | /
CCOC(=O)C1=C(CSc2nc(-c3ccccc3)ccc2C#N)OC(N)=C(C#N)C1c1cccnc1 (stereo not given) | ? | /
CC(=O)N1CCN(C2=NC(=O)/C(=C\c3cccs3)S2)CC1 | 8% | 21
C=CCOC(=O)C1=C[C@H](c2csc3ccccc23)[C@@H](CCCO)[C@H](OCC)O1 | -2% | 6
CCN(CC)S(=O)(=O)c1ccc(C(=O)NCc2ccc3[nH]c4c(c3c2)CCCC4)cc1 | ? | /
COc1ccc(C=Nc2ccc3[nH]ncc3c2)c(O)c1 | ? | /
COc1ccc(N(C(=O)c2snc(C(N)=O)c2N)C(C(=O)NC2CCCC2)c2ccc(OC)c(OC)c2)cc1 (stereo not given) | ? | /
CCC(C)NC(=O)C1c2ccccc2C(=O)N1Cc1ccccc1OC (stereo not given) | i | /
COCCNC(=O)CN(c1cc(Cl)ccc1OC)S(C)(=O)=O | ? | /
C/C(CC(=O)Nc1cc(C)ccn1)=N\NC(=O)COc1cccc(C)c1 | -5% | -1
Cc1ccccc1N1CCN(CCC(=O)Nc2ccc(F)cc2)CC1 | ? | /
Cc1ccc(OCc2nnc(SCC(=O)c3ccccc3)n2Cc2ccco2)cc1 | 7% | -22
O=[N+]([O-])c1cccc(/C=N/NS(=O)(=O)c2ccccc2)c1 | -12% | -12
CO[C@@]1(NC(=O)CSCC#N)C(=O)N2C(C(=O)O)=C(CSc3nnnn3C)CS[C@@H]21 | 3% | -3
Cc1ccc(NC(=O)CCNC(=O)c2ccccc2Cl)cc1S(=O)(=O)N1CCOCC1 | 3% | -12
Oc1[nH]c2ccc(Br)cc2c1N=Nc1ccc(F)cc1 | ? | /
CC(C)(C)c1ccc(-c2nnc(SCC(=O)c3ccc4c(c3)OCCO4)o2)cc1 | 23% | -13
CN(C)c1nc(SCC#N)nc(N(C)C)n1 | 10% | 10
COc1cccc(N2C(=O)Nc3ccccc3C2(O)C(=O)NCc2ccc3c(c2)OCO3)c1 (stereo not given) | ? | /
N=c1sccn1CC(=O)Nc1ccc2c(c1)CCC2 | 11% | 2
C/C(=N\OCC(=O)Nc1ccccc1C(=O)O)c1cccs1 | 4% | 1
CCNc1nc(NC(C)C)nc(N(C#N)CCOc2ccc(Cl)cc2Cl)n1 | ? | /
COc1ccc(CN(CC(=O)NCc2ccccc2)C(=O)CCC(=O)Nc2ccccn2)cc1 | ? | /

(further entries)
SMILES | S3 lipid droplet | S3 lipid droplet cell count max
Cc1ccc(-n2ncc3c(=O)n(CC(N)=O)cnc32)cc1 | 6% | 19
COc1cc(OC)c(OC)cc1CNCc1ccco1 | -14% | -9
CCN(CC)CCCNC(=O)Cn1ccc2ccccc2c1=O | ? | /
CC1CC(C)CN(S(=O)(=O)c2cc3c4c(c2)C(C)C(=O)N4CCC3)C1 (stereo not given) | ? | /
O=C1C(Nc2ccccc2)=C2CCCC=C2N1c1ccccc1 | ? | /
O=C(c1ccccc1)c1ccccc1N/C=C/c1nnnn1-c1ccccc1 | i | -20
C1=CC2C3C=CC(C3)C2C1 (stereo not given) | ? | /
CCOc1ccc(CC(=O)NNC(=S)Nc2ccc(OC)c(OC)c2)cc1 | 5% | 13
C/C(=N\NC(=O)Cn1cc([N+](=O)[O-])cn1)c1ccc(O)cc1 | 6% | -9
O=C1CCC(C(=O)OCc2cc(=O)oc3ccc4ccccc4c23)=NN1 | 8% | 0
CC(=O)n1cc(C2C(=O)CC(C)(C)CC2=O)c2ccccc21 | ? | /
CCOc1ccc(OCCC(=O)N(CCC2=CCCCC2)c2c(N)n(Cc3ccccc3)c(=O)[nH]c2=O)cc1 | ? | /
CCc1ccc(/C=C2/C(=O)NC(=O)N2C(C)=O)cc1 | 9% | 5
NC1=NS(=O)(=O)NC1c1cccc(F)c1 (stereo not given) | -3% | 2
COc1ccc(/C=N/OCC(=O)N2CC3(C)CC2CC(C)(C)C3)cc1 (stereo not given) | 0% | 10
COc1ccc(-c2ccc(-c3nnn(CC(C)=O)n3)cc2)cc1 | ? | /
CCOC(=O)c1ccc(NS(=O)(=O)c2ccc(SC)cc2)cc1 | ? | /
CSc1cccc(NC(=O)CC(C)n2ccnc2)c1 (stereo not given) | i | /
CC(=O)Nc1ccc(S(=O)(=O)NCC2CCC(C(=O)NCCC3=CCCCC3)CC2)cc1 (stereo not given) | ? | /
CCCc1cc(C(=O)Cc2ccc(F)cc2)c(O)cc1O | ? | /
CS(=O)(=O)N(Cc1ccccc1)c1ccc(C(=O)Nc2ccc3c(c2)OCO3)cc1 | i | /
O=C(CN(c1ccc(Cl)cc1)S(=O)(=O)c1ccc(Cl)c([N+](=O)[O-])c1)NCCc1ccccc1 | 6% | -4
O=C(COc1ccccc1)N1CCN(c2nnc(-c3ccccc3)c3ccccc23)CC1 | ? | /
COCc1cc(=O)[nH]c2c1c(-c1ccccc1)nn2C | -1% | 3
COc1ccccc1C(=O)NCC(=O)N/N=C/c1cc(Br)ccc1OCc1ccccc1 | ? | /

The list goes on:
SMILES | S3 lipid droplet | S3 lipid droplet cell count max
CC(C)(Oc1ccc(Cl)cc1)C(=O)O | -16% | -1
CCN(CC)S(=O)(=O)c1cccc(C(=O)Nc2cccnc2)c1 | i | /
Cc1c(C(C)C)c(=O)n(-c2ccc(S(=O)(=O)N3CCOCC3)cc2)n1C | 6% | 21
O=C(Nc1ccc(NC(=O)C2CC2)nc1)c1cccc(F)c1 | -20% | -17
COc1ccc(NC(=O)Nc2ccc(F)c(F)c2)c(OC)c1 | ? | /
CCS(=O)(=O)N1N=C(c2cccc(NS(C)(=O)=O)c2)CC1c1cccs1 (stereo not given) | ? | /
COc1ccc(NS(=O)(=O)c2cccc(NC(=O)CCC(=O)c3ccc(Cl)cc3)c2)cc1 | ? | /
CN(CC(=O)Nc1cccc(F)c1)C(=O)CCNC(=O)c1ccco1 | 28% | /
Nc1cccc(NC(=O)CCC(=O)NCc2ccco2)c1 | i | -3
COc1ccc(CCNC(=O)CSc2nc3[nH]ncc3c(=O)n2-c2ccc(C)c(Cl)c2)cc1OC | ? | /
O=C(C1CC1)N1CCc2cc(S(=O)(=O)N(CCO)Cc3ccccc3)ccc21 | -12% | -2
Cc1cc(SCC(=O)c2ccc(Cl)cc2)nc(=O)[nH]1 | i | -3
Cc1cc(-c2nc(C)c(-c3nnc(SCC(=O)Nc4ccc(Cl)cc4)n3C)s2)no1 | -5% | 12
O=Cc1ccc(-c2ccc(F)cc2)o1 | ? | /
Cc1ccc(C)c(N(CC(=O)NN=C2CCN(C)CC2)S(=O)(=O)c2ccccc2)c1 | 26% | 1
CN(CC(=O)Nc1ccc(Cl)cc1)C(=O)CNC(=O)c1cccs1 | -1% | -21
COc1c(C(=O)Nc2ccc(Br)cn2)ccc2ccccc12 | -1% | 0
CCSc1nnc(NC(=O)CCNS(=O)(=O)c2ccccc2F)s1 | ? | /
CCOC(=O)N1CCN(CCC(=O)c2ccc(OC)cc2)CC1 | ? | /
CCOC(=O)CSc1nc2ccccc2n1CC(=O)NC(C)(C)C | -6% | -8
C#CCNC(=O)c1cc2sccc2n1C | ? | /
CN(C)CCNc1oc(COc2cccc(Cl)c2)nc1C#N | 2% | 10
N#Cc1ccc(COC(=O)CSc2nnc(C3CCCCC3)n2N)cc1 | 15% | 3
Cc1cc(=O)n2[nH]c(SCc3ccccc3)nc2n1 | ? | /
O=C(O)c1cc2c(s1)CCCC2 | 11% | /

(more compounds)
SMILES | S3 lipid droplet | S3 lipid droplet cell count max
C=CCN(Cc1cccs1)C(=O)CN1CCN(S(=O)(=O)c2ccc3c(c2)OCCCO3)CC1 | 12% | 9
Cc1ccc(NC(=O)C(C)c2ccc([N+](=O)[O-])cc2)cc1Cl (stereo not given) | ? | /
COc1cnc(-c2ccccn2)nc1Oc1cccc(Cl)c1 | 5% | 15
O=c1/c(=C\c2cccc(O)c2)sc2nc(-c3ccccc3)c(-c3ccccc3)n12 | -2% | 0
CCC(=O)Nc1nnc(S(=O)(=O)N(C)Cc2ccco2)s1 | -8% | 20
COc1ccccc1/C=C/C(=O)OC(C)CN1CCOCC1 (stereo not given) | 1% | 5
Cc1ccc(C(=O)OCC(=O)NCCN2C(=O)CSC2=O)cc1 | ? | /
O=C(c1cc(S(=O)(=O)Nc2ccccc2F)c(Cl)cc1Cl)N1CCN(CCO)CC1 | -2% | /
COc1ccc(C2/C=C\CN(C(=O)CC(C)C)CC(=O)N2Cc2ccc(F)cc2)cc1 (stereo not given) | ? | /
CCn1c(CNC(=O)COc2ccc(C(C)C)cc2)nnc1SCC(=O)NC1CCCCC1C (stereo not given) | 10% | 0
CC(C)N(CCNC(=O)c1oc(=O)c2ccccc2c1-c1ccccc1)Cc1ccco1 | 0% | 5
C=CCn1c(SCC(=O)Nc2c(C)n(C)n(-c3ccccc3)c2=O)nc2sc(C)c(-c3ccccc3)c2c1=O | ? | /
Oc1ccc(N=Cc2cc(Br)c(N3CCOCC3)o2)cc1 | ? | /
COc1cc(C(=O)OCCCN(C)C)cc(OC)c1OC | -8% | -1
CCOc1ccc(CN(C)C(=O)CNC(=O)c2ccccc2)cc1 | -9% | 14
CCC1(c2ccc(OC)cc2)NC(=O)N(CC(=O)N2CCc3ccccc32)C1=O (stereo not given) | 5% | -25
O=C(CCCc1nc2ccccc2s1)NCc1cccnc1 | ? | /
COc1ccc(C(=O)OCn2nnc3ccccc3c2=O)cc1OC | 12% | -19
COc1cc2oc(=O)ccc2cc1[C@@H](O)[C@@H]1OC(C)(C)OC1(C)C | ? | /
O=c1[nH]c2sc3c(c2c2nncn12)CCCC3 | 3% | 8
CCOC(=O)N1CCC(NC(=O)c2ccc3c(c2)sc2nc(-c4ccccc4)cn23)CC1 | ? | /
Brc1ccc(-c2csc(NNC3=NCCCCC3)n2)cc1 | ? | /
CCOC(=O)C1(CCOc2ccccc2)CCN(Cc2cccc(OC)c2OC)CC1 | i | 17
COc1ccc(CNS(=O)(=O)c2ccccc2Br)cc1 | -4% | /
